# TIM10 inh – TIM10 yeast growth inhibition; S. cerevisiae TIM10 strain growth, BacTiter-Glo luminescence, 24 h; inhibition, % at 10 µM; 1.4% of 330,000 active; AID 463195;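 active = inhibition of 40% or more at the single tested concentration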;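 note: wild-type TIM10 isogenic control strain grown at permissive 25 °C; 0% = DMSO yeast wells and 100% = minimal medium wells without yeast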
# NR3A LBD binder – NR3A (human) ligand-binding domain modulation. Tm shift relative to glycine control, % at 25 µM. AID 1259313. 2.5% of 340,000 active. NR3A LBD differential scanning fluorimetry, Tm shift; 0% = protein alone, 100% = glycine-bound protein;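 active = melting temperature shift of at least 10% of the positive control shift, at one fixed dose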
# APJ agonist – activates the human apelin receptor APJ; AID 2520; CHO-K1 APJ PathHunter beta-arrestin, luminescence; 0% DMSO wells, 100% apelin; 0.11% of 330,000 active; activation, % at 20 µM;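 active = activation more than six SD over the plate average, tested at 20 µM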;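 note: 0% = DMSO alone and 100% = apelin-13 at 10 nM; some results filed as inactive read as strong as hits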
# Target sequence (P35414 whole entry, looked up): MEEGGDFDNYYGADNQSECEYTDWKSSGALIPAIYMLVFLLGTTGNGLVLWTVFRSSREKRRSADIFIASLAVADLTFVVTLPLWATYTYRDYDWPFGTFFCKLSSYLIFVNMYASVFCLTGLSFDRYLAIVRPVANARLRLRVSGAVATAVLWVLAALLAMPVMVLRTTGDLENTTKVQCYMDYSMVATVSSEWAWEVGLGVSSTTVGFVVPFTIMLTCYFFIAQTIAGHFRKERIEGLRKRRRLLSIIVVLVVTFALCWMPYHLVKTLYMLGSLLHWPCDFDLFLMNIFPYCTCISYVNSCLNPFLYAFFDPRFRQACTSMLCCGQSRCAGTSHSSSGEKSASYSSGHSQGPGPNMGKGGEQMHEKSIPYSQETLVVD
#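 Assay system: CHO-K1 APJ beta-arrestin complementation cell line / Compound: single test compound dose, 20 µM final, 1% DMSO / Times: overnight seeding, 90 min compound at 25 °C, 1 h detection / Technique: beta-gal luminescence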
# APJ antag – blocks the human apelin receptor APJ | 0.32% of 330,000 active | AID 2521 | CHO-K1 APJ beta-arrestin complementation, luminescence | inhibition, % at 20 µM;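 active = inhibition above about 40% at 20 µM, limit read from the data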;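 note: cells challenged with 10 nM apelin-13 agonist together with compound; plate controls were apelin-13 plus DMSO wells for no effect and DMSO wells lacking apelin-13 for full effect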
# NLRP3 yeast inh – inhibitors of NALP3 inflammasome in yeast; Yeast reconstituted NLRP3/ASC/caspase-1, beta-gal luminescence, 24 h; inhibition, % at 10 µM; 0.39% of 330,000 active;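 active = inhibition of 50% or more; inactive = inhibition below 50%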;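 note: plate controls were induced DMSO wells for no effect and uninduced yeast grown without galactose for full effect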
# MPTP inh – inhibitors of mitochondrial permeability transition pore; isolated mouse mitochondria, Ca2+ swelling absorbance, 30 min; inhibition, % at 10 µM; 1.4% of 360,000 active; AID 602449;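 active = inhibition of 50% or more, scaled per plate between neutral and stimulator controls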;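 note: 0% = DMSO wells given calcium and 100% = 1 mM EGTA wells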
# tim10-1 inh – tim10-1 yeast growth inhibition; AID 463190; 2.2% of 330,000 active; inhibition, % at 20 µM; S. cerevisiae tim10-1 ts strain growth, BacTiter-Glo, 24 h;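 active = inhibition of at least 40%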;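 note: mutant grown at 25 °C; 0% = DMSO wells with yeast and 100% = wells holding no yeast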
# tim23-1 inh – growth inhibitors of tim23-1 mutant yeast | S. cerevisiae tim23-1 growth, BacTiter-Glo luminescence, 24 h | inhibition, % at 20 µM | 1.3% of 330,000 active;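 active = growth inhibition of the mutant yeast at or above 50%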;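 note: temperature-sensitive mutant grown at 25 °C; plate controls were DMSO-treated mutant yeast for no effect and medium wells lacking yeast for full effect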
# MIN6 prolif – MIN6 beta-cell proliferation induction; MIN6 cells proliferation, ATPlite luminescence, 48 h; cells starved in 0.2% serum; 100% = growth in 10% serum; proliferation, % at 10 µM; 0.29% of 330,000 active; AID 2380;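 active = compounds whose signal lies at least 3.5 SD above the mean of all wells on their plate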;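 note: 0% = DMSO-treated cells in low-serum medium and 100% = 10% serum control; some compounds called inactive have numbers as strong as hits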
# The depositor's hits bear a star.
SMILES,TIM10 inh,NR3A LBD binder,APJ agonist,APJ antag,NLRP3 yeast inh,MPTP inh,tim10-1 inh,tim23-1 inh,MIN6 prolif
O=C(CN1C(=O)NC2(CCCCC2)C1=O)Nc1ccc2c(c1)CCC2,4,1,-2,7,11,0.6,4,0,-3
CCN1C(=S)N[C@@H](c2ccccc2)C(C(=O)OC)=C1C,-19,-2,3,1,10,-1.1,8,2,8
Cc1ccc(S(=O)(=O)c2ccc(Cl)cc2)cc1S(=O)(=O)NC(C(=O)O)C(C)C (stereo not given),-16,-2,-4,6,0,2.0,-17,4,-1
COc1ccccc1-c1c(C#N)c(N)nc2c1CCc1ccccc1-2,8,-5,5,-19,29,-2.2,24,21,-6
COC(=O)c1cnn(-c2ccccc2)c1N,1,1,-1,-5,20,0.4,-9,-8,-2
COc1ccc(COc2ccccc2C(=O)NCc2ccccc2)cc1F,2,3,2,7,25,96*,18,4,0
O=C(Nc1ccc(Cc2ccncc2)cc1)C1CCC(N2C(=O)C3C4C=CC(C4)C3C2=O)CC1 (stereo not given),0,-1,3,1,3,4.9,3,-6,-2
Cc1ccc(NC(=O)COC(=O)c2ccc(NC(=O)CC#N)cc2)cc1S(=O)(=O)N1CCOCC1,7,-1,0,-5,4,-0.1,-2,9,-4
Cc1cc2c(cc1C)NC(c1ccccn1)C1=C(CC(C)(C)CC1=O)N2 (stereo not given),-3,0,-3,-1,-1,1.7,5,16,-4
COc1ccc(NS(=O)(=O)c2cccc(C(=O)N/N=C(\C)c3cccnc3)c2)cc1,4,0,10,12,5,-1.5,-3,-8,3
CC(Oc1ccc2c3c(c(=O)oc2c1)CCC3)C(=O)NCCN1CCOCC1 (stereo not given),0,-1,-1,-2,-1,-0.6,8,3,2
COc1cc2c(cc1OC)C(c1ccccc1)NC(C)(C)C2 (stereo not given),2,7,-2,3,10,0.9,13,7,3

# Single entries from the list.
# Result for `Cc1ccc(NC(=O)COC(=O)c2ccc(NC(=O)CC#N)cc2)cc1S(=O)(=O)N1CCOCC1` under NR3A LBD binder: -1
# Result for `Cc1cc2c(cc1C)NC(c1ccccn1)C1=C(CC(C)(C)CC1=O)N2` (stereo not given) under tim10-1 inh: 5
# Result for `O=C(CN1C(=O)NC2(CCCCC2)C1=O)Nc1ccc2c(c1)CCC2` under tim23-1 inh: 0
# Result for `COC(=O)c1cnn(-c2ccccc2)c1N` under NR3A LBD binder: 1

# The list continues:
SMILES,TIM10 inh,NR3A LBD binder,APJ agonist,APJ antag,NLRP3 yeast inh,MPTP inh,tim10-1 inh,tim23-1 inh,MIN6 prolif
Cc1ccn2c(Nc3ccccc3C)c(-c3ccncc3)nc2c1,20,0,0,-6,1,-0.9,29,30,0
O=C(c1sc2ccccc2c1Cl)N1CCN(c2ccccn2)CC1,9,-26,-6,-38,16,-0.3,33,38,3
CN(C)c1ccc(NS(=O)(=O)c2cccc(Cl)c2)cc1,5,-5,0,-30,26,0.6,31,9,4
Cc1ccsc1/C=N/N=C1\C(=O)Nc2ccccc21,-4,-4,3,7,22,-0.7,-14,12,-1
O=C(COC(=O)c1cccc(C(=O)OCC(=O)c2ccc(Br)cc2)n1)c1ccc(Br)cc1,-23,1,-1,27,12,-7.0,11,-27,-1
O=C(c1cccc2ccccc12)C1CCCN(C(=O)C2CCOCC2)C1 (stereo not given),-4,-1,-2,3,-8,2.5,17,4,-4
CSc1nc2ccc(NC(=O)c3c(F)cccc3F)cc2s1,10,4,-2,8,5,-0.5,14,27,1
CCOc1ccc(NC(=O)c2cc(S(=O)(=O)N3CCOCC3)cn2C)cc1,7,0,-1,1,13,0.0,20,20,-3
COc1ccc(S(=O)(=O)NC2CCCC2)cc1NC(C)=O,1,-1,-3,7,10,-0.5,4,8,4
CC(NC(=O)c1ccc(Br)o1)c1ccccc1 (stereo not given),-2,-1,1,3,-11,-0.1,13,1,0
Cc1ccc(N=C(NOC(=O)c2ccccc2)c2nonc2N)c(C)c1,49*,-7,3,-38,12,2.3,46*,57*,-3
Cc1occc1C(=O)Nc1cccc(Cl)c1Cl,-8,0,-5,2,8,0.4,-12,-1,5
COc1ccc(Cn2c(=O)[nH]c3cc(C(=O)NCCCOC(C)C)ccc3c2=O)cc1,-10,-2,0,-4,7,3.8,8,1,0
CCN(CC)S(=O)(=O)c1ccc2oc(C(=O)NCC3COc4ccccc4O3)c(C)c2c1 (stereo not given),10,-8,5,-14,5,-0.1,24,24,-4
Cc1nnc2ccc(-c3cccc(NS(C)(=O)=O)c3)nn12,0,-2,0,8,11,0.3,5,-1,-4
C/C(=N\NC(=O)CCCC(=O)O)c1c(-c2ccccc2)c2cc(Cl)ccc2[nH]c1=O,27,0,-3,14,-18,1.4,3,-20,1
O=C(NNC(=O)c1cc(-c2ccncc2)nc2ccccc12)Nc1ccc(F)cc1,4,-5,-5,-43,0,-1.2,3,11,-1
O=C(NN1CCCCC1)c1ccccc1,6,1,-1,5,7,-0.9,5,-2,-2
CCN1C(=O)N[C@@H](c2ccccc2)[C@H](C(=O)OC)[C@H]1C,1,0,-5,-2,2,-0.8,-3,14,-3
c1ccc2c(c1)nc(N1CCOCC1)c1nncn12,11,0,0,11,-13,0.5,11,5,0
CCOC(=O)c1c(NC(=O)CSc2nnnn2-c2ccc3c(c2)OCCO3)sc(C)c1C,-3,0,-3,10,12,1.2,9,20,-2
CCOC(=O)Nc1ccc2c(CN3CCN(S(=O)(=O)c4ccc(C(C)C)cc4)CC3)cc(=O)oc2c1,-4,-1,-1,7,9,0.6,-8,0,-2
Cc1cc(-c2nnc(-c3cc4ccccc4oc3=O)o2)c(C)n1-c1ccccc1,-21,0,-3,28,1,7.1,-16,-1,-3
CC(C)=N/N=C(\c1cccc([N+](=O)[O-])c1)C12CN3CN(CN(C3)C1)C2,-14,4,-1,-4,-6,0.6,-10,-2,1
Cc1cc([N+](=O)[O-])ccc1NC(=O)c1ccc(NC(=O)C(C)C)cc1,3,14*,-3,-24,18,-1.1,4,7,2
CC1=C(C)C(=O)N(c2ccccn2)C1=O,-2,-2,-4,14,-52,-1.8,-19,-21,-2
COc1ccc(-n2c(=O)[nH]cc(C(=O)Nc3ccc4c(c3)OCCO4)c2=O)cc1,7,-1,4,9,2,1.6,10,3,-3
CCc1nc2ccccc2[nH]1,10,0,1,13,8,-0.4,8,9,-2
Cc1ccc(OCC(=O)NNC(=O)CCc2ccccc2)cc1,-3,2,-4,-13,11,-1.3,5,11,1
Cc1cc(C)nc(NS(=O)(=O)c2ccc(NC(=O)CCN3C(=O)c4ccccc4C3=O)cc2)n1,6,0,-3,8,3,1.3,5,4,8.2*
COc1ccc(NC(=O)C2CC(c3c(F)cccc3Cl)=NO2)cc1OC (stereo not given),-8,5,1,-10,19,1.4,0,9,-2
COC(=O)C1CCN(c2cc(=O)n(C3CCCCC3)c(=O)[nH]2)CC1,8,-1,7,14,-2,-1.3,27,7,-4
COc1ccc(-c2csc(NC(=O)c3ccc(N4C(=O)CCC4=O)cc3)n2)cc1,6,1,6,-29,20,-3.1,6,14,0
CC(C)c1ccc(N(CC(=O)NCC2CCCO2)C(=O)Cn2nnc(-c3cccs3)n2)cc1 (stereo not given),16,-2,-4,6,18,0.0,17,13,3
O=S(=O)(c1cccs1)N1CCC2(CC1)OCCO2,3,1,-5,-22,-3,0.2,2,17,2
COc1ccc(S(=O)(=O)Nc2ccc(S(=O)(=O)N3CCOCC3)cc2)cc1,4,6,3,-3,17,1.9,14,13,-1
Cc1ccc(SC(C)C(=O)Nc2ccccc2C(=O)N2CCOCC2)cc1 (stereo not given),-1,-1,-2,10,-3,-4.3,7,10,-2
COc1ccc(C(=O)NC(C(=O)NCC2CCCO2)C(C)C)cc1 (stereo not given),1,-2,0,10,0,4.0,-6,8,-2
Cc1c(-c2ccc(Br)cc2)[n+](=O)c2c(n1[O-])CCCC2,-13,-1,0,-12,0,-0.8,13,2,-4
C=C(C)C(=O)NNc1ccccc1,8,-1,-1,-5,9,-0.7,41*,48,0
Cc1cc(C)c2cc(CN(CCO)C(=O)NC3CCCCC3)c(=O)[nH]c2c1,16,-1,-4,-6,18,1.2,-15,14,-2
COc1ccccc1N1CCN(C(=O)c2c(-c3ccccc3Cl)noc2C)CC1,23,0,0,-5,6,-2.6,29,35,-3
CCN(CC)c1ccc(S(=O)(=O)N2CCOCC2)cc1NC(=O)CN1CCc2ccccc2C1,31,-5,-2,8,10,7.2,50*,11,-5
CCOC(=O)C1(Cc2cccc(F)c2)CCN(CC2CC2)CC1,1,-1,-2,-7,21,-1.2,2,10,-2
Cc1ccc2[nH]c(=O)c(CNS(=O)(=O)c3ccccc3)c(-c3ccccc3)c2c1,15,-10,4,-26,14,2.8,11,12,0
COc1ccccc1Nc1ccc(C(=O)O)cc1[N+](=O)[O-],-9,0,-3,22,10,0.6,8,6,0
CCOC(=O)c1cc(-c2nnc(-c3cc(OC)c(OC)c(OC)c3)o2)c(C)nc1C,-6,1,-2,3,19,-0.5,1,4,-2
CCCN(CCC)C(=O)CSc1nc2ccccc2c(=O)n1CC1COc2ccccc2O1 (stereo not given),20,-2,-2,-8,19,0.2,6,5,-5
O=C(NCCCc1nc2ccccc2[nH]1)c1ccco1,-3,2,-2,-4,11,-1.5,-6,-1,-4
Cc1cc(C)c(NC(=O)CSc2nc(=O)n(CCN3CCOCC3)c3c2CCCC3)c(C)c1,5,-1,-2,-4,16,-2.4,1,-2,1
COc1ccc(OC)c(C(=O)c2ccc(C(=O)c3cc(OC)ccc3OC)cc2)c1,9,20*,-4,14,15,1.0,14,13,0
COc1ccc(OC)c(C2=NS(=O)(=O)N(C)C(C(=O)NCc3cccs3)=C2)c1,-2,1,-3,2,11,0.0,24,15,4
COc1ccccc1C(C)NC(=O)C1CCN(S(=O)(=O)c2cccs2)CC1 (stereo not given),2,-2,-6,7,2,-0.2,19,20,-4
CCCOc1ccc(N2C(=O)CC(N(CCc3ccc(OC)cc3)C(=O)c3ccccc3)C2=O)cc1 (stereo not given),-10,-3,-3,-14,21,4.9,12,9,-1
CCOC(=O)c1cnc2cc(-c3ccc(C(C)(C)C)cc3)nn2c1N,4,0,-2,7,17,-9.7,10,5,0
CCOc1ccccc1NS(=O)(=O)c1cn(C)nc1C,7,-1,-2,-3,1,-1.5,4,-31,0
Clc1ccccc1Nc1c2c(nc3ncnn13)CCC2,12,-1,0,18,9,0.0,21,6,3
CCOC(=O)Cc1csc(NC(=O)CSc2nccn2C)n1,-2,-1,8,-12,5,0.7,2,1,0
CCOC(=O)N1CCN(c2nc(-c3cccc(OC)c3)cc(C(F)(F)F)n2)CC1,18,4,1,-3,15,1.2,17,21,-6
O=C(CC1C(=O)NCCN1Cc1ccc(F)cc1)NCCCn1cccn1 (stereo not given),6,-1,-3,9,6,0.2,15,5,0
COc1ccc2nc(SC(C)C(=O)NCC(=O)Nc3ccc(F)c(F)c3F)[nH]c2c1 (stereo not given),-8,1,4,11,4,1.5,-1,7,-3
O=C(CCc1nnc2ccc(NCc3ccco3)nn12)N1CCN(c2ccc(F)cc2)CC1,-1,-1,-2,19,3,-0.8,-10,-10,-3
O=C1CCN(C(=O)c2ccccc2)C2CCCCC12 (stereo not given),-2,-2,-2,11,5,-0.3,9,-5,-3

# Gathered by group: the entries above with a cyano group
SMILES,TIM10 inh,NR3A LBD binder,APJ agonist,APJ antag,NLRP3 yeast inh,MPTP inh,tim10-1 inh,tim23-1 inh,MIN6 prolif
COc1ccccc1-c1c(C#N)c(N)nc2c1CCc1ccccc1-2,8,-5,5,-19,29,-2.2,24,21,-6
Cc1ccc(NC(=O)COC(=O)c2ccc(NC(=O)CC#N)cc2)cc1S(=O)(=O)N1CCOCC1,7,-1,0,-5,4,-0.1,-2,9,-4

# Compound activity (PubChem BioAssay)
